HepG2 tox = HepG2 cytotoxicity, counter-screen for TGF-b inhibitors | AID 588856 | Potency, µM (top dose mostly 46.1 µM), for the others: top-dose activity change, negative = cytotoxicity, most hits filed as cytotoxic | HepG2 CAGA-GFP viability, ATP luminescence, 18 h | 0.76% of 410,000 active; further: potency means the concentration at half of the fitted maximal effect; some results filed as inactive show a strong effect at the top dose
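HepG2 CAGA-GFP cells (1000/well, DMEM with 1% FBS) received compound, then TGF-beta at 500 pg/mL final, and were incubated 18 hours at 37 degrees C. Viability was read by CellTiter-Glo luminescence. Media-only wells were set as complete cell-killing and DMSO as no toxicity.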
IL-1B inflam inh = blocks inflammasome-driven IL-1 beta release. THP-1 LPS/ATP IL-1B secretion, AlphaLISA, 16 h; active compounds read low. activity change, % at 57.5 µM. 4.7% of 360,000 active; in the data active means activity change below about -50%; inconclusive means mostly about -30% to -49%; further: on the % scale 0 is the no-effect control and ±100 the full control effect
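THP-1 cells pretreated 1 hr with compounds (up to 57.5 uM final), then stimulated with LPS (250 ng/mL final) plus ATP (1.25 mM final); secreted IL-1B measured by AlphaLISA after 16 hr, decreased signal indicating inhibition.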
Nrf2 block = blocks Nrf2 signaling | A549 ARE-Fluc reporter, luciferase luminescence, 18-24 h | Potency, µM (titrated, usually from 46 µM), for the others: at the highest dose activity change, negative = inhibition, hits mostly inhibitors | 2.1% of 360,000 active | AID 504444; further: potency means the concentration at half of the fitted maximal effect; on the % scale 0 is the no-effect control and ±100 the full control effect; nearly all actives have a fitted effect of over 60% in size
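A549 ARE_Fluc cells, 5000/well, 5% FBS OPTI-MEM; compounds in dose-response, 18-24 h at 37 °C/5% CO2; CellTiter-Fluor viability read (Ex 405/Em 525), then BugLite luciferase luminescence = Nrf2 activity.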
TGFb inhibitor = blocks TGF-b signaling; AID 588855; Potency, µM (doses to about 46.1 µM), for the others: top-dose activity, negative = inhibition, most hits filed as inhibitors; 1.2% of 410,000 active; HepG2 CAGA-GFP TGF-b/SMAD3 reporter, GFP fluorescence, 18 h; TGF-beta stimulated, 500 pg/mL final; further: potency means the concentration at half of the fitted maximal effect; on the % scale 0 is the no-effect control and ±100 the full control effect; nearly all actives have a fitted effect of over 65% in size
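First, reporter cells (HEPG2 CAGA-GFP) rested 2 h at 37 degrees C. Next, compounds were pinned in and TGF-beta added to 500 pg/mL final. After 18 h, GFP was imaged per cell and summed per well.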
A549 viability = kills or reduces viability of A549 cells in Nrf2 counter-screen; AID 504648; 0.16% of 390,000 active; Potency, µM (doses to about 46 µM), for the others: at the highest dose activity change, negative = cytotoxicity, hits mostly inhibitors; A549 ARE-Fluc cells, CellTiter-Fluor viability, 18-24 h; further: potency means the concentration at half of the fitted maximal effect; on the % scale 0 is the no-effect control and ±100 the full control effect
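Cytotoxicity counterscreen: CellTiter-Fluor fluorescence was measured in A549 ARE_Fluc cells after 18-24 h of compound exposure in a concentration series. The subsequent BugLite luminescent read reports ARE-luciferase activity.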
ATXN viability = cell viability loss in ATXN counter-screen; S2 cells (HEK-293 line with an ATXN2-luciferase reporter) viability, CellTiter-Fluor protease fluorescence, 24 h; Potency, µM (series often up to 56.7 µM), hits mostly cytotoxic; 0.49% of 400,000 active; further: potency means the concentration at half of the fitted maximal effect; nearly all actives have a fitted effect of over 40% in size
ATXN2 expr inh = ATXN2 expression inhibition. 0.72% of 360,000 active. HEK-293 ATXN2-luciferase reporter, luminescence, 24 h. Potency, µM (series often up to 57 µM), for inactives: at the top dose activity change, negative = inhibition, most hits filed as inhibitors; further: potency means the concentration at half of the fitted maximal effect; on the % scale 0 is the no-effect control and ±100 the full control effect; nearly all actives have a fitted effect of over 55% in size
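qHTS (up to 57 uM final) was run with 24 h compound exposure of reporter cells at 37 °C. Each well was multiplexed: SteadyGlo luminescence measured ATXN2-luciferase expression after a fluorogenic Gly-Phe-AFC viability readout (25 uM final).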
MCF10A rereplic = induces DNA re-replication in MCF 10a normal breast cells; 2.9% of 350,000 active; MCF 10A DNA re-replication, Hoechst nuclear intensity, 48 h; Potency, µM (titrated, usually from 46.1 µM), for inactives: at the top dose activity, positive = re-replication, most hits filed as activators; AID 624296; further: potency means the concentration at half of the fitted maximal effect; % of control where 0% means no effect; nearly all actives have a fitted effect of over 50% in size
Nrf2 activator = Nrf2 pathway activation. AREc32 ARE-luciferase reporter (MCF7-derived line), luminescence, 24 h. AID 624171. Potency, µM (highest dose often 46.1 µM), inactives show at the highest dose activation, actives largely listed as activators. 0.31% of 410,000 active; further: potency means the concentration at half of the fitted maximal effect; % of control where 0% means no effect; nearly all actives have a fitted effect of over 65% in size
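ARE-driven firefly luciferase activity in AREc32 cells measured after a 24 hr compound exposure at 37 deg C, using Steady-Glo reagent and a 30 min room-temperature hold.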
The depositor's hits bear a star; i = inactive; ? = inconclusive; . = no result given; & = joins results of further samples; [ ] = remark or other dose. Unless noted, the call rests on the fitted dose curve; in most records, active means well fitted curve in the direction sought with a large enough effect; inconclusive means small, poorly fitted or top-dose-only effect, or another doubt; inactive means no such curve, though single readings can be large; an effect the other way counts as inactive or inconclusive. Rows were taken by chance. About 8.8% of those tested had a hit in this group.

The first 4 records as a preview:
SMILES	HepG2 tox	IL-1B inflam inh	Nrf2 block	TGFb inhibitor	A549 viability	ATXN viability	ATXN2 expr inh	MCF10A rereplic	Nrf2 activator
CCCCN1C(=O)c2ccc(C(=O)Nc3ccc(C)c(S(=O)(=O)N(C)C)c3)cc2C1=O	-19%	-9	-6%	-23%	-3%	?	1%	13%	3.5%
O=C(Nc1ccc2c(c1)OCCO2)C1CCCN(S(=O)(=O)c2cccc3nsnc23)C1 (stereo unspecified)	-24%	7	3%	-30%	-2%	?	-29%	1%	-0.2%
O=C(N/N=C/c1cccs1)[C@H]1C[C@@H]1c1ccccc1	-5%	0	2%	-4%	4%	i	10%	-9%	0.3%
c1ccc(-c2cc(-c3nc4ccccc4[nH]3)c3ccccc3n2)cc1	-19%	-67*	?	?	-27%	?	-31%	?	1.5%

This part in full, from the first entry:
SMILES	HepG2 tox	IL-1B inflam inh	Nrf2 block	TGFb inhibitor	A549 viability	ATXN viability	ATXN2 expr inh	MCF10A rereplic	Nrf2 activator
CCCCN1C(=O)c2ccc(C(=O)Nc3ccc(C)c(S(=O)(=O)N(C)C)c3)cc2C1=O	-19%	-9	-6%	-23%	-3%	?	1%	13%	3.5%
O=C(Nc1ccc2c(c1)OCCO2)C1CCCN(S(=O)(=O)c2cccc3nsnc23)C1 (stereo unspecified)	-24%	7	3%	-30%	-2%	?	-29%	1%	-0.2%
O=C(N/N=C/c1cccs1)[C@H]1C[C@@H]1c1ccccc1	-5%	0	2%	-4%	4%	i	10%	-9%	0.3%
c1ccc(-c2cc(-c3nc4ccccc4[nH]3)c3ccccc3n2)cc1	-19%	-67*	?	?	-27%	?	-31%	?	1.5%
CC(C)(C)c1ccc(C(=O)NC(=S)Nc2ccc(N3CCOCC3)cc2)cc1	-3%	4	?	-6%	7%	i	140%[activator]	?	0.2%
CCOc1ccc(NC(=O)CN(C)C(=O)CC2CC3CCC2C3)cc1OCC (stereo unspecified)	10%	i	4%	0%	6%	i	-8%	7%	0.2%
C[C@H](NC(=O)[C@@H]1CSC2c3ccccc3C(=O)N21)C(=O)NCCc1ccc(F)cc1 (stereo partly specified)	-26%	15	16%	1%	5%	i	7%	13%	3.4%
CC(C)N(CCNCc1nnc(-c2ccccc2)o1)C(C)C	-17%	-9	0%	-6%	0%	.	.	-3%	-0.4%
CCN(CC)C(=O)Cn1cnc2sc(C)c(S(=O)(=O)N3CCC(C)CC3)c2c1=O	5%	-5	-11%	27%	-10%	i	-16%	3%	-0.1%
CC(=O)c1cc2c(cc1NC(=O)Cn1cnc3ccccc3c1=O)OCO2	19%	-6	-1%	1%	1%	i	-19%	2%	0.6%
C=C(C)C(=O)OCC(C)C	-4%	33	-1%	1%	-6%	i	2%	-37%[inhibitor]	-1.0%
COc1ccccc1CCN1CCCC(CN(C)C(=O)CCC(N)=O)C1 (stereo unspecified)	-14%	-6	?	-10%	5%	i	-12%	?	0.2%
Cc1ccc(NS(=O)(=O)c2ccc(-n3cccn3)cc2)cc1Cl	-52%&-41%	8	-19%	?	8%	i	-20%	.	5.3%&1.7%
Cc1ccc(C2C(C#N)=C(N)Oc3cc(C)oc(=O)c32)o1 (stereo unspecified)	0%	-5	-6%	4%	7%	i	3%	21%	12%
O=S(=O)(NCCCN1CCOCC1)c1ccc2ccccc2c1	-12%	-22	-27%	-1%	-2%	i	-11%	?	-0.2%
O=C(Nc1ccc(N2CCN(C(=O)c3ccccc3)CC2)cc1)c1ccc(Br)o1	6%	-54*	?	?	-3%	i	2%	22%	0.3%
O=C(COC(=O)c1c(F)cccc1F)Nc1ccc(N2CCCCC2)cc1	6%	11	?	-1%	1%	i	19%	-3%	0.1%
CCCCN(C=O)c1c(CC)nc2c(OCCOc3ccccc3)cccn12	-43%	-18	.	?	.	?	?	.	0.1%
Cc1nc2cc(C(=O)NC3CCCCCC3)ccc2n1-c1ccc(Br)cc1	-6%	.	.	0%	3%	.	.	.	0.3%
Cc1nn(C(C)C(=O)NCCc2ccccc2)c(=O)c2c1sc1ccccc12 (stereo unspecified)	-17%	.	?	-11%	-2%	.	.	.	0.2%
COC(=O)c1cc(Cl)cc2c(CCO)c[nH]c12	9%	26	19%	2%	-1%	i	22%	-1%	3.8%
NC(=O)C1(N2CCCCC2)CCN(C(=O)c2ccccc2)CC1	1%	3	-4%	-3%	-11%	i	-23%	-3%	-1.2%
CC(=O)c1cccc(NC(=O)Nc2ccc(C(=O)N3CCOCC3)cc2)c1	-9%	-13	-8%	-14%	-20%	i	21%	-2%	-0.3%
COc1ccc(C(=O)NCc2ccc3c(c2)CCN3C(=O)c2ccc(C)cc2)cc1	-14%	.	.	-19%	-24%	.	.	.	-0.7%
O=C(COC(=O)c1ccc2ccccc2c1O)NCc1ccccc1	-28%	31	0%	-18%	-6%	i	.	13%	4.1%
Cc1ccc(C2(C)NC(=O)N(CC(=O)N3CCN(S(=O)(=O)c4ccc(Cl)s4)CC3)C2=O)cc1 (stereo unspecified)	-13%	-6	-24%	?	-11%	i	-14%	13%	3.8%
CCOC(=O)c1csc(CCNC(=O)c2ccccc2)n1	-5%	-19	.	5%	.	i	.	.	4.0%
Cc1cc(C)cc(-n2ccn(CC(=O)Nc3ccccc3C(F)(F)F)c(=O)c2=O)c1	-11%	.	7%	-20%	-6%	.	.	.	-0.2%
CC(=O)Nc1ccc(NC(=O)c2ccc(S(=O)(=O)N(C)c3ccccc3)cc2)cc1	-29%	0	-22%	-14%	1%	?	.	12%	0.4%
COc1cc(/C=N/Nc2nc(-c3ccc(S(=O)(=O)N(C)C)cc3)cs2)ccc1O	-34%	-91*	-3%	?	-5%	.	.	?	?
N#Cc1ccc(C(=O)N2CCCCC2c2cc(C(=O)Nc3ccccc3Cl)no2)cc1 (stereo unspecified)	-7%	-6	.	-3%	.	i	-15%	.	-0.7%
Cc1ccccc1NC(=O)CN1C(=O)NC(C)(CCc2ccccc2)C1=O (stereo unspecified)	-1%	-10	3%	-2%	0%	?	-37%	-2%	4.7%
CCN1CCN(C(=O)CSc2nc(N)cc(N)n2)CC1	4%	-21	11%	1%	4%	i	.	5%	-1.0%
CCOC(=O)C1(C)CCCN(C(=O)c2ccc3c(c2)CCO3)C1 (stereo unspecified)	0%	15	.	-6%	.	i	0%	.	-0.9%
CCc1nnc(SCC(=O)Nc2nnc(C)s2)n1CC1CCCO1 (stereo unspecified)	10%	-11	5%	-5%	7%	i	0%	-11%	-0.6%
CSc1ccccc1NC(=O)CCc1ccccc1	3%	-24	9%	0%	1%	i	23%	?	-0.3%
CCOC(=O)c1c(NC(=O)CN2CCCc3ccccc32)sc(C)c1C	3%	14	-3%	4%	2%	i	9%	?	2.7%
COc1ccc(C(=O)c2[nH]c(N)c(C(=O)NCCc3c[nH]c4ccccc34)c2-c2ccc(C(F)(F)F)cc2)cc1	.	0	.	.	.	i	-13%	.	5.7%
COCCN1C(=O)/C(=C/c2ccc(N3CCCC3)cc2)SC1=S	5%	0	-4%	22%	-12%	i	.	-7%	2.6%
COc1ccc(/C=N/NC2=NCCCCC2)cc1	4%	4	11%	-1%	3%	i	28%	6%	0.7%
CCOc1ccccc1NC(=O)C1=C(C)Nc2ncnn2C1c1ccco1 (stereo unspecified)	-17%	.	.	0%	-12%	i	-27%	.	4.4%
Cc1cc(NC(=S)N(Cc2ccc(Cl)cc2)Cc2ccc(C(=O)O)cc2)ccc1Cl	-29%	0	4%	?	0%	i	-26%	?	3.4%
CCCCOc1ccc(CNC(=O)C2COc3ccc(OC)cc3C2)cc1 (stereo unspecified)	-2%	.	.	1%	1%	i	9%	.	-0.3%
Cn1c(=O)n(Cc2ccccc2)c(=O)c2c1nc1n2CCN1Cc1ccco1	5%	0	?	-5%	22%	i	-16%	0.73µM*	?
COc1ccc(OC)c(C2=NS(=O)(=O)N(C)C(C(=O)NCc3ccco3)=C2)c1	3%	19	?	6%	-5%	i	4%	15%	3.0%
COCCn1c(=S)[nH]c2ccccc21	9%	23	-10%	20%	-2%	i	-20%	-39%[inhibitor]	2.7%
CN1CCn2cnc(C(=O)NCC(=O)OC(C)(C)C)c2C1=O	-2%	3	.	28%	.	i	12%	.	0.2%
COCCNC(=S)N(C)[C@H]1C[C@H]2c3cc(N4CCN(C)CC4)ccc3CCN2C(=O)[C@H]1[C@H](C)O	2%	11	.	-14%	.	i	1%	.	-0.6%
C/C(=C\c1ccccc1)C(=O)NCCc1ccccc1	3%	-6	?	17%	-1%	i	-7%	4%	-0.4%
CC(=O)N1CCc2cc(S(=O)(=O)NC(Cc3ccccc3)C(=O)NC3CCCCCC3)ccc21 (stereo unspecified)	0%	-7	3%	-14%	-5%	i	10%	0%	0.5%
CCOC(=O)c1cc(-c2ccc(F)cc2)n(CC(=O)NC(C)CC)c1C (stereo unspecified)	-5%	21	13%	1%	5%	i	.	0%	-1.0%
CC/C(=N\NC(=O)CCC(=O)NCc1ccccc1)c1ccc(O)cc1	-43%	12	-1%	1%	-12%	i	-25%	?	0.4%
CCOc1ccc2oc(C(=O)NC(C)(C)CC)c(C)c2c1	3%	5	?	5%	4%	i	21%	9%	2.5%
CCCN(CCC)CCCOC(=O)c1ccc(Cl)cc1Cl	0%	2	.	17%	-1%	i	-20%	0%	3.8%
Cc1c(C(C)(C)C)sc(=NC(=O)c2ccccc2O)n1C	2%	54	?	0%	1%	i	0%	4%	9.0%
CCOc1ccc(-c2csc(NNC3=NCCCCC3)n2)cc1	-9%	-102*	3%	-5%	-12%	i	-18%	?	2.1%
C=CCc1cccc(/C=N/NC(=O)c2ccc3nc[nH]c3c2)c1O	4%	236	?	-5%	1%	i	10µM*	21µM*	-1.3%
O=C(COc1nncc2ccccc12)Nc1ccc(F)c(F)c1	-9%	-9	-16%	4%	2%	i	-6%	-3%	1.5%

Compound activity: PubChem, National Center for Advancing Translational Sciences (NCATS)
